Compound activity deposited in PubChem BioAssay by National Center for Advancing Translational Sciences (NCATS).
HTT aggregate = mutant huntingtin aggregation inhibition; PC12 HttQ103-GFP aggregates, Acumen cytometry, 40 h; hit rate 1.1% among 220,000; Potency, µM (titrated, usually from 46.1 µM), without a hit: at the highest dose activity change, negative = inhibition, most hits filed as inhibitors; AID 1688; note: potency is the fitted concentration of half-maximal effect; % is set by controls: 0 for no effect and ±100 for the full control effect; nearly all actives have a fitted effect of over 60% in size
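Quantitative HTS on tebufenozide-induced (100 nM) PC12 cells stably expressing polyQ103 Huntingtin exon 1–GFP. Reduction of bright GFP aggregates, detected by laser scanning cytometry after lysis, identified actives across the titration.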
SMN2 splice up = enhancers of SMN2 splice variant expression | HEK293 SMN2-luciferase splicing reporter, luminescence, 30-36 h | Potency, µM (top dose mostly 46.1 µM), for the others: at the highest dose activity change, positive = activation, hits mostly activators | hit rate 2.8% among 210,000; note: potency is the fitted concentration of half-maximal effect; % of control where 0% means no effect; nearly all actives have a fitted effect of over 55% in size
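qHTS luciferase splicing reporter: luminescence rises when SMN2 exon 7 is included in transfected HEK293 cells. Compound exposure lasted 30-36 h at 37C, with 4.5 mM final sodium butyrate as control, followed by a ONE-Glo read.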
HTT cytoprotect = Huntington cell model cytoprotection by ATP luminescence; hit rate 0.14% among 230,000; PC12 HTT-Q103 induced, cytoprotection, ATP luminescence, 40 h; AID 1471; Potency, µM (top dose mostly 56.4 µM), for inactives: cytoprotection (ATP increase), usual class: activators;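 note: potency is the fitted concentration of half-maximal effect; % of control where 0% means no effect; nearly all actives have a fitted effect of over 45% in size; toxic huntingtin expression switched on by the ecdysone agonist tebufenozide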
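Cells were plated at 1500 per well in phenol red-free DMEM with 5% equine and 5% calf serum. Tebufenozide (100 nM final) and compounds were added, then ATPlite reagent, and luminescence was read.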
CBFb-RUNX1 inh = blocks binding between human CBF-beta and RUNX1. AlphaScreen CBFb-His/RUNX1-biotin binding, biochemical. Potency, µM (doses to about 59.8 µM), inactives show at the top dose activity, negative = inhibition, actives largely listed as inhibitors. 230,000 tested, under 10 active. AID 1477; note: % of control where 0% means no effect
Target sequence (Q01196 whole entry, looked up): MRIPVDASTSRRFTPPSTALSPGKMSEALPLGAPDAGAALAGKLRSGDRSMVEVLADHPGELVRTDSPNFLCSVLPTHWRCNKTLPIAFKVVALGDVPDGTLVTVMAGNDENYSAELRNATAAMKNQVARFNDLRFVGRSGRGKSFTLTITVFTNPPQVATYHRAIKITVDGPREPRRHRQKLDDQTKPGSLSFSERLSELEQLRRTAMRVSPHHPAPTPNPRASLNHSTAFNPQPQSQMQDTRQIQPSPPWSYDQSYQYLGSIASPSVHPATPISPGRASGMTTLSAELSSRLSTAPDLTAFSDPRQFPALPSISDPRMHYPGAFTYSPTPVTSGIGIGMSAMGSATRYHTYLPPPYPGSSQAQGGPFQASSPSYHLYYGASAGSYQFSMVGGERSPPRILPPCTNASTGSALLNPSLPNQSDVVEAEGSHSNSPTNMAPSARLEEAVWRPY
Target sequence (Q13951 whole entry, looked up): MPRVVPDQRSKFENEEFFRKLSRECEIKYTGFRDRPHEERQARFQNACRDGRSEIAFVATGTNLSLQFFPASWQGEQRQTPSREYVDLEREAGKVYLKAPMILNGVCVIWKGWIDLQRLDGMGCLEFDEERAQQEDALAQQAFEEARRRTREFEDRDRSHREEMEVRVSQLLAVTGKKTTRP
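Compounds were screened at multiple concentrations against a preformed CBF-beta(His)/RUNX1(biotin) complex (30 nM of each) for 15 min at room temperature, followed by 90 min with nickel and streptavidin beads and AlphaScreen reading.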
IMPase Li cell = membrane-permeable IMPase blocker, potentiated with lithium. Potency, µM (titrated, usually from 59.4 µM), without a hit: at the highest dose activity, negative = IMPase inhibition, usual class: inhibitors. hit rate 0.35% among 210,000. AID 1457. CHO-M1 cells, IP1 TR-FRET (IP-One), carbachol + lithium;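 note: IP1 builds up when IMPase is blocked and the TR-FRET signal falls; potency is the fitted concentration of half-maximal effect; plate controls were basal vehicle for no effect and high inhibitor control for full effect; nearly all actives have a fitted effect of over 50% in size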
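Steps: plate 2000 CHO-M1 cells per well and culture 16–30 h; add compound and lithium; incubate 30 min, 37C; add d2-IP1 tracer and Eu cryptate anti-IP1 antibody in lysis buffer; read after 10 min at room temperature.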
Lamin A splicing = LMNA splicing modulation; HeLa LMNA splicing GFP/RFP minigene ratio, 48 h; hit rate 0.01% among 200,000; Potency, µM (series often up to 46.1 µM), inactives show at the top dose ratio change, negative = inhibition, usual class: inhibitors; AID 1487; active = well fitted inhibition curve with a large enough effect in the signal ratio, with a control signal flat, not every such curve was filed as active; inconclusive = small, poorly fitted or top-dose-only effect, or effect the other way, or a change in a side signal; the % refers to the signal ratio; note: potency is the fitted concentration of half-maximal effect; % is set by controls: 0 for no effect and ±100 for the full control effect
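Read-out is the ratio of GFP to DsRed2 object intensity, acquired by 488 nm laser-scanning cytometry on HeLa lamin A-EGFP minigene reporter cells. Compound incubation 48 hrs at 37 °C in Opti-MEM with 2% FBS; DMSO 0.5% final.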
Luc counter = Kinase-Glo luciferase inhibition (counter-screen); hit rate 0.28% among 200,000; Kinase-Glo luciferase, ATP luminescence, 8 min; Potency, µM (titrated, usually from 38.3 µM), for the others: at the highest dose activity change, negative = inhibition, most hits filed as inhibitors; Q27757; AID 1379; note: potency is the fitted concentration of half-maximal effect; % is set by controls: 0 for no effect and ±100 for the full control effect; nearly all actives have a fitted effect of over 60% in size
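Compounds were added to a substrate mix at pH 7.2 (50 mM imidazole, 10 uM ATP, within the enzyme's linear range), followed by Kinase-Glo detection reagent; luminescence was measured after 8 minutes at ambient temperature.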
* hit, by the source's call; ? = inconclusive; / = no result given; [ ] = another dose, or the depositor's remark. Unless noted, calls come from the whole dose curve; as a rule, active = well fitted curve in the direction sought with a large enough effect; inconclusive = small, poorly fitted or top-dose-only effect, or another doubt; inactive = no such curve, though single readings can be large; an effect the other way counts as inactive or inconclusive.

structure,SMN2 splice up,Lamin A splicing,CBFb-RUNX1 inh,HTT aggregate,HTT cytoprotect,Luc counter,IMPase Li cell
O=C(O)c1ccc2c(c1Nc1ccccc1)C(=O)c1ccccc1C2=O,/,/,-1%,-1%[9.22 µM],-14%[10 µM],/,/
CCCCn1c(SCC(=O)NCCc2ccc(OC)c(OC)c2)nc2c1c(=O)n(C)c(=O)n2C,4%,24%,2%,-9%,-31%[10 µM],-1%,22%[38.3 µM]
CN(C)CCN(C(=O)c1cc(Cl)sc1Cl)c1nc2ccc(F)cc2s1,15%,-11%,-2%,5%,-7%[10 µM],2%,17%
O=C(CSc1nnnn1C1CCCCC1)NCc1ccc2c(c1)OCO2,-13%,4%,-4%,0%,-6%[10 µM],2%,-5%[38.3 µM]
O=C(CSc1nc(-c2ccco2)cc(C(F)(F)F)n1)Nc1ccc(C(=O)N2CCOCC2)cc1,-25%,7%,5%,1%,12%[10 µM],-3%,7%
COc1ccc2c(c1)c(C(=O)CN1CCOCC1)c(C)n2C,7%,-2%,2%,-2%,-21%,0%,11%[38.3 µM]
OC[C@H]1O[C@H](n2cnc3c(NC4CCCC4)nc(Cl)nc32)[C@@H](O)[C@@H]1O,/,/,5%[21.7 µM],/,-16%,-2%,8%
COc1ccc(-c2onc3ccc(Br)cc23)cc1,-9%,13%,7%,-28%,5%[10 µM],1%,13%
Oc1ccccc1C1CC(c2cccs2)=NC(c2cccc(Br)c2)N1 (configuration not stated),8%,?,2%,11µM*,-47%[inhibitor],0%,10%
Oc1ccc2ccccc2c1N=Nc1ccccn1,-79%[inhibitor],?,/,?,-76%[inhibitor],-6%,32%[activator][38.3 µM]
CC(C)(CO)NC(=O)CC1C(=O)NCCN1Cc1ccc(-c2ccccc2)cc1 (configuration not stated),-9%,13%[46 µM],7%,9%[9.22 µM],2%[10 µM],3%,-2%
C=C(C)CC(NCc1ccco1)c1ccc(OC)cc1 (configuration not stated),-16%,3%,1%,2%,6%,-2%,3%[38.3 µM]
COCCC(=O)N1CCc2c([nH]c3ccccc23)C1C(C)(C)C (configuration not stated),/,4%[46 µM],-5%,8%[9.22 µM],18%[10 µM],1%,3%
CC1(C)CC(=O)C(N=Nc2cccc(F)c2C#N)=C(O)C1,/,/,1%,-11%[9.22 µM],6%[10 µM],/,/
C#CCOCCOCCOCCNc1nc(N2CCOCC2)nc(N2CCN(C(=O)[C@H](Cc3ccc(O)cc3)n3cc([C@@H](N)C(C)CC)nn3)CC2)n1 (some centres not stated),/,/,11%,27%[9.22 µM],15%[10 µM],/,-9%
COc1ccc(N(Cc2cc3ccccc3[nH]c2=O)C(=O)C2CCCO2)cc1 (configuration not stated),-2%,10%,-2%,-3%,-17%[0.074 µM],-3%,-5%[38.3 µM]
O=C(O)CN=C(NS(=O)(=O)c1ccc(Cl)cc1)c1ccccc1,2%,18%,-1%,13%,1%,-3%,23%[38.3 µM]
S=c1[nH]nc(-c2cc(-c3ccccc3)n[nH]2)n1/N=C/c1c(Cl)cccc1Cl,/,/,-18%,-4%[9.22 µM],7%[10 µM],/,/
Cc1ccc(-n2c(SCC(=O)Nc3ccc4c(c3)OCO4)nnc2-c2cccs2)cc1,-1%,12%,0%,2%,18%[10 µM],-1%,5%[38.3 µM]
O=C(c1ccc(Br)o1)N1CCN(Cc2ccc3c(c2)OCO3)CC1,0%,6%,-10%,2%[9.22 µM],-5%,0%,10%[38.3 µM]

New compounds follow
structure,SMN2 splice up,Lamin A splicing,CBFb-RUNX1 inh,HTT aggregate,HTT cytoprotect,Luc counter,IMPase Li cell
C/C(=C1/SC(N2CCCC2)=NC1=O)c1ccc(Br)cc1,?,?,-3%,-5%,-27%,-3%,6%[38.3 µM]
COc1cccc(C(=O)N2CCN(C3CCN(Cc4ccccc4)CC3)CC2)c1OC,/,/,15%,-11%[9.22 µM],14%[10 µM],/,/
CC(C)C(=O)c1cn(CC(=O)NCC2CCCO2)c2ccccc12 (configuration not stated),-2%,8%,2%,11%,-6%[10 µM],-1%,15%[38.3 µM]
NCC(O)C1CCCCCCC1 (configuration not stated),-57%[inhibitor],?,14%,/,/,-1%,-7%
CCOc1cc(C(=O)O)cc(Cl)c1OCC#N,-17%,-4%,12%,?,-26%[10 µM],-2%,13%[38.3 µM]
Cc1ccc(CNC(=O)c2ccc(S(=O)(=O)Nc3c(C)n(C)n(-c4ccccc4)c3=O)cc2)cc1,/,/,6%,22%[9.22 µM],8%[10 µM],/,/
Cc1cccc(C)c1NC(=O)C1(N(Cc2ccco2)C(=O)c2ccccn2)CCCC1,-22%,?,1%,1%,-16%,-4%,2%[38.3 µM]
CCOC(=O)N1CCC(N2C(=O)c3ccc(C(=O)Nc4ccc(F)cc4F)cc3C2=O)CC1,9%,-11%,1%,?,-15%,0%,6%
Cn1cc(CN2CCc3c([nH]c4ccccc34)C2C(C)(C)C)cn1 (configuration not stated),/,/,8%,6%[9.22 µM],-7%[10 µM],/,5%
C/C(=N\OC(=O)c1c(-c2ccccc2Cl)noc1C)c1ccncc1,/,?,4%,30%[9.22 µM],22%[10 µM],0%,0%
O=C(CN1CCN(Cc2ccc3c(c2)OCO3)CC1)N1CCc2[nH]c3ccc(F)cc3c2C1,-26%,1%,-5%,-14%,-4%[0.074 µM],8%,-2%
COc1ccc(CC(=O)NCCc2ccc(Cl)cc2Cl)cc1,-6%,/,1%,1%,-46%[inhibitor],0%,26%
CC(C)(N)CO[C@H]1C[C@H]2CC[C@@]1(C)C2(C)C,-8%[9.22 µM],/,/,/,-9%[10 µM],-1%[7.66 µM],-2%
O=C(OCCN1C(=O)c2cccc3c(N4CCOCC4)ccc(c23)C1=O)c1cccc(Cl)c1,-106%[inhibitor],?,-4%,?,-28%[10 µM],4%,?
O=C(c1cccs1)N(c1ccc(Cl)cc1)C1C=CS(=O)(=O)C1 (configuration not stated),-2%,/,-2%,21%,-7%,1%,8%
CCN1C(=O)C(F)(CC)C(=O)c2ccccc21 (configuration not stated),/,-5%,-2%,13%,15%[10 µM],/,/
COC(=O)c1ccc(-c2ccc(CNCC(O)c3ccccc3)o2)cc1 (configuration not stated),13%,-14%,4%,-8%,-3%[10 µM],-1%,17%[38.3 µM]
COc1ccc(NC(=S)c2ccncc2)cc1,-50%[inhibitor],?,-18%,-17%,18%[10 µM],-1%,-2%
O=C(Cn1cnc2ccccc2c1=O)Nc1ccc(N2CCOCC2)cc1,7%,?,?,4%,-53%[inhibitor][10 µM],2%,4%
O=S(=O)(Cc1ccccc1)Nc1ccc(S(=O)(=O)NCC2CCCO2)cc1 (configuration not stated),?,7%,-1%,-7%,-22%[0.074 µM],1%,12%[38.3 µM]

The list goes on; it opens with the 2 that closed the last part.
structure,SMN2 splice up,Lamin A splicing,CBFb-RUNX1 inh,HTT aggregate,HTT cytoprotect,Luc counter,IMPase Li cell
O=C(Cn1cnc2ccccc2c1=O)Nc1ccc(N2CCOCC2)cc1,7%,?,?,4%,-53%[inhibitor][10 µM],2%,4%
O=S(=O)(Cc1ccccc1)Nc1ccc(S(=O)(=O)NCC2CCCO2)cc1 (configuration not stated),?,7%,-1%,-7%,-22%[0.074 µM],1%,12%[38.3 µM]
Nc1nnc(SCC(=O)c2ccc([N+](=O)[O-])cc2)s1,-2%,?,-2%,16%,-30%,4%,-3%
O=c1cc(-c2cccc(O)c2O)oc2ccccc12,/,/,-24%[21.7 µM],/,?,0%,24%
Cc1cccc(N2CC(O)(c3cccs3)[N+]3=C2CCCCC3)c1 (configuration not stated),-6%,-9%[46 µM],6%,-4%,-7%,-3%,5%
Cc1ccsc1/C=N/NC(=O)c1ccc(-n2cccc2)cc1,/,/,0%,-4%[9.22 µM],-8%[10 µM],0%,3%
CC(=O)c1c(C)[nH]c(C(=O)Nc2cc(C)cc(C)c2)c1C,-11%,4%,-6%,1%,-11%,-2%,5%[38.3 µM]
O=C(CSc1nnc(CNC(=O)c2ccccc2F)o1)NCc1ccccc1,-9%,-8%[46 µM],8%,0%,-29%,8%,2%
C=CCn1c(C)cc(C(=O)COC(=O)c2ccc3c(c2)NC(=O)CS3)c1C,21%,3%,-2%,5%,0%[10 µM],-1%,12%
COc1ccc(CCNC(=O)c2cc3c(=O)n(C)c4ccccc4c3n2C)cc1OC,/,/,8%,-4%[9.22 µM],-17%[10 µM],/,/
Cc1nc(SCC(=O)c2ccc(F)cc2)c([N+](=O)[O-])[nH]1,3%,-12%,0%,19%,-16%,-4%,-2%[38.3 µM]
Cc1ccccc1NC(=O)CN1C(=O)NC(C)(CCc2ccccc2)C1=O (configuration not stated),-11%,4%[46 µM],-5%,3%,-9%[10 µM],-2%,-3%
COc1ccc(N2CC(O)=C(c3nc(-c4ccc(F)cc4)cs3)C2=N)cc1,1%,/,-22%,-11%,-30%[inhibitor],2%,-1%
O=c1[nH]c(N/N=C\c2ccc(F)cc2)nc2ccccc12,10µM*,-22%[46 µM],2%,5%[9.22 µM],-29%[10 µM],-5%,9%
C/C(=N\Nc1ccccn1)c1ccc(S(=O)(=O)NCc2ccco2)cc1,24%,8%,-29%,-12%,14%[0.074 µM],4%,5%
Cc1nc(NC(=O)c2ccc(Cl)cc2)sc1Cc1ccc2c(c1)OCO2,-22%,?,7%,?,-26%[10 µM],-3%,9%
CCOC(=O)CSc1ncc(-c2ccccc2)nn1,-6%,-3%,3%,4%,-10%,-6%,22%[38.3 µM]
CCc1ccc(-c2nn(Cc3ccccc3)cc2/C=C/C(=O)O)cc1,?,16%,7%,-9%,-8%,-3%,-5%[38.3 µM]
COC(=O)c1ccc(NC(=O)CN2CCN(c3cccc(Cl)c3)CC2)cc1,10%,-2%,1%,7%,5%,-7%,39%[activator][38.3 µM]
O=C(NCCN1C(=O)S/C(=C\c2cccnc2)C1=O)c1cc(S(=O)(=O)N2CCOCC2)ccc1F,/,/,-12%,4%[9.22 µM],13%[10 µM],/,/
